AmpC no deterg = AmpC beta-lactamase inhibition without detergent; P00811; AID 485341; AmpC nitrocefin hydrolysis, absorbance 480 nm, 0.0001% Triton; Potency, µM (series often up to 57.1 µM), without a hit: at the top dose activity change, negative = inhibition, actives largely listed as inhibitors; actives 0.52% (n = 330,000);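 further: potency means the concentration at half of the fitted maximal effect; plate controls were no compound for no effect and no enzyme for full effect; nearly all actives have a fitted effect of over 20% in size; some results filed as inactive show a strong effect at the top dose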
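20 mM phosphate pH 7.0 + 0.01% (detergent screen) or 0.0001% Triton X-100; 5.3 nM AmpC reagent; cpd preinc 15 min RT; nitrocefin (800 uM stock) to start; A480 q20 s × 4 min; Activity was normalised to no-enzyme and no-compound control wells.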
HCV inhibitor = HCV inhibition; Huh7.5.1 HCVcc-Cre infection, luciferase reporter, 44 h; Potency, µM (top dose mostly 41.8 µM), inactives show at the top dose activity change, negative = inhibition, actives largely listed as inhibitors; actives 3.4% (n = 340,000); AID 651820; further: potency means the concentration at half of the fitted maximal effect
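A cell-based infection assay in which seeded cells (1,000 per well) receive test compound after 4 h, are inoculated with HCVcc-Cre at approximately 0.5 moi, and are incubated 44 h before luminescence detection.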
AmpC inh detg = AmpC beta-lactamase inhibition with detergent present. P00811. AmpC hydrolysis of nitrocefin, absorbance 480 nm, 0.01% Triton. Potency, µM (top dose mostly 114 µM), for the others: at the highest dose activity change, negative = inhibition, hits mostly inhibitors. actives 0.041% (n = 370,000). AID 485294;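 further: potency means the concentration at half of the fitted maximal effect; 0% = no-compound wells and -100% = no-enzyme wells; nearly all actives have a fitted effect of over 25% in size; some results filed as inactive show a strong effect at the top dose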
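AmpC (5.3 nM in the dispensed reagent) in 20 mM phosphate pH 7.0 with 0.01% (detergent screen) or 0.0001% Triton X-100 was preincubated with compounds for 15 min at room temperature. Nitrocefin was then added from an 800 uM solution, and hydrolysis was followed at 480 nm.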
Sm TGR inh = blocks Schistosoma mansoni thioredoxin glutathione reductase. actives 3% (n = 360,000). Potency, µM (highest dose often 114 µM), inactives show top-dose activity change, negative = inhibition, usual class: inhibitors. purified TGR, DTNB reduction, TNB absorbance 405 nm; further: potency means the concentration at half of the fitted maximal effect; nearly all actives have a fitted effect of over 60% in size
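First, TGR (20 nM dispensed) and NADPH were mixed with compound. Second, a 15 min room-temperature incubation followed. Third, further NADPH and then DTNB were added to start the reaction. Finally, TNB absorbance was monitored kinetically.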
Giardia FBPA inh = inhibitors of Giardia lamblia fructose-1,6-bisphosphate aldolase; AID 2451; A8B2U2; actives 0.71% (n = 290,000); Potency, µM (doses to about 59.6 µM), for the others: at the highest dose activity, negative = inhibition, hits mostly inhibitors; purified Giardia FBPA; further: potency means the concentration at half of the fitted maximal effect; nearly all actives have a fitted effect of over 55% in size
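Giardia FBPA (40 nM reagent) was preincubated 10 min at RT with compound (up to 57.5 uM final), then substrate plus GAPDH/TPI/NAD/arsenate coupling system with diaphorase/resazurin was added; resorufin fluorescence (525/598 nm) was read after 20 min.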
HCMV inh = human cytomegalovirus inhibition | HFF cells, HCMV-luciferase reporter, 72 h; active compounds read low | activity change, negative = inhibition, % at 57.5 µM | actives 4.5% (n = 410,000) | AID 1259415; in the data active means activity change below about -60%; inconclusive means no clear call, values can overlap the other calls; inactive means above about -39%
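Screen run at 2 compound doses on HFFs infected with reporter HCMV, MOI 1 PFU/cell. Luciferase activity from cell lysates at 72 h post infection gave inhibition relative to buffer-only and Salinomycin wells.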
An asterisk follows results filed as active; ? = inconclusive; . = no result given; & = joins results of further samples; [ ] = dose if it differs, or a comment. Unless noted, the call rests on the fitted dose curve; in most records, active means well fitted curve in the direction sought with a large enough effect; inconclusive means small, poorly fitted or top-dose-only effect, or another doubt; inactive means no such curve, though single readings can be large; an effect the other way counts as inactive or inconclusive. Unless noted, on the % scale 0 is the no-effect control and ±100 the full control effect.

molecule	AmpC no deterg	HCV inhibitor	AmpC inh detg	Sm TGR inh	Giardia FBPA inh	HCMV inh
C=CC[C@@H](CC(=O)NCCO)C(=O)N[C@@H](COC(=O)[C@@H](CC=C)Cc1ccc(F)cc1)Cc1c[nH]c2ccccc12	276.5%[activator]	-5.5%	.	.	.	13.9
CN(CC(=O)Nc1ccccc1Cl)C(=O)c1ccc(COc2ccccc2)cc1	12.6%	?	-1.1%	-28.4%	.	-24.0
O=C1CC(c2ccccc2)Oc2cc(O)ccc21 (centres undefined)	-22.6%	1.9%	-11.1%	14.6%	0.7%	-3.6
CSc1ccc(C#N)cc1NC(=O)c1ccc(Cl)cc1Cl	-12.9%	?	-9.6%	5.0%	-4.7%	-28.9
CC(C)CCNc1nnnc2c1sc1nc(N3CCOCC3)c3c(c12)CC(C)(C)SC3	-33.7%	-2.1%	?	-0.5%	-3.6%	6.1
C=CCN(CC=C)c1cnn(-c2nc3ccccc3[nH]2)c(=O)c1Cl	0.8%	-1.5%	-0.1%	-6.8%	-5.5%	52.9
COc1ccc(S(=O)(=O)Nc2ccccc2C(=O)NC(C)C)cc1OC	-0.2%	18.2%	-18.3%	?	5.5%	-9.5
Cc1ccc(C)c(NC(=O)CN(C)C(=O)[C@@H](NC(N)=O)C(C)C)c1	-7.9%	3.5%	-5.2%	5.2%	6.1%	4.4
Cc1cc(NS(=O)(=O)c2ccc(NC(=O)C(c3ccccc3)c3ccccc3)cc2)no1	-52.6%	6.4%	0.8%	-4.1%	25.3%	-10.4
CCOC(=O)Nc1ccc2ncn(C)c(=O)c2c1	8.9%	10.6%	4.6%	5.3%	-4.8%	16.8
COc1ccc(-n2nnnc2C2CCN(S(=O)(=O)c3cccc(C(F)(F)F)c3)CC2)cc1	.	.	1.7%	1.6%	.	-13.7
CCCCc1nn2c(=O)cc(COC(=O)C(C)Oc3ccccc3)nc2s1 (centres undefined)	.	.	19.2%	-0.4%	.	14.6

Next section.
molecule	AmpC no deterg	HCV inhibitor	AmpC inh detg	Sm TGR inh	Giardia FBPA inh	HCMV inh
CC(NC(=O)C(C)N1C(=O)c2ccccc2C1=O)c1ccccc1 (centres undefined)	-9.9%	-0.4%	6.8%	?	0.8%	20.8
Cc1c([N+](=O)[O-])c([N+](=O)[O-])nn1CC(=O)NCc1cccnc1	-8.3%	5.5%	-0.8%	0.3%	-6.3%	-1.5
C=C1c2cccc(OC)c2O[C@H](C(=O)OCC)[C@@H]1CC(CC)CCCC (some centres undefined)	35.9%	-20.1%	.	.	-8.9%[89.2 µM]	-18.5
Cc1cccc(CSc2nnc(NC(=O)c3ccco3)s2)c1	-26.3%	22.9%	?	7.0%	?	-3.8
CCOc1ccc(NC(=O)c2nn(-c3ccc(OC)cc3OC)c(=O)c3ccccc23)cc1	-9.1%	.	9.4%	-1.9%	3.1%	?
O=C(c1cc(C2CC2)on1)N1CCCC(N2CCN(c3cccc(C(F)(F)F)c3)CC2)C1 (centres undefined)	192.1%[activator]	0.7%	2.4%	?	.	-32.3
Cc1ccc(C)c(NC(=O)Cn2ncc3c([nH]c4ccccc43)c2=O)c1	.	.	-0.1%	-9.2%	.	7.3
Cc1ccccc1NC(=O)Cn1c(=O)n(CCc2ccccc2)c(=O)c2ccccc21	.	.	22.5%	9.0%	.	24.5
Cc1ccc(-n2nc3c(c2NC(=O)c2ccco2)CS(=O)C3)c(C)c1 (centres undefined)	-9.1%	-5.0%	?	39.8µM*	.	-12.1
CCn1c(O)c(/C=C2\C=Nc3ccccc32)sc1=Nc1ccc(C)cc1	-33.9%	12.8%	-8.9%	-1.4%	4.2%	-0.4
Cc1ccc(Nc2ncnc3sc4c(c23)CCC(C)C4)cc1C (centres undefined)	.	.	5.9%	8.6%	.	9.6
O=C(COc1ccc(S(=O)(=O)N2CCOCC2)cc1Cl)NCc1ccco1	21.6%	-5.1%	-4.8%	-30.7%	8.3%	-12.6

Look-ups from the list:
For AmpC no deterg, O=C(COc1ccc(S(=O)(=O)N2CCOCC2)cc1Cl)NCc1ccco1 shows 21.6%
For AmpC inh detg, Cc1ccc(C)c(NC(=O)Cn2ncc3c([nH]c4ccccc43)c2=O)c1 shows -0.1%

Remaining list, next part:
molecule	AmpC no deterg	HCV inhibitor	AmpC inh detg	Sm TGR inh	Giardia FBPA inh	HCMV inh
CC1Cc2ccccc2N1C(=O)c1cnc2n(c1=O)CCS2 (centres undefined)	-8.7%	28.7%	-11.9%	-0.9%	0.6%	-7.9
COc1ccc(NC(=O)CN2C(=O)COc3ccc(S(=O)(=O)NC4CCCC4)cc32)cc1OC	.	.	-1.7%	-0.2%	.	6.9
CC(C)Oc1ccc(C(=O)/C=C2/C(=O)Nc3ccccc32)cc1	-34.1%	-3.2%	-5.0%	0.1%	-4.8%	-8.4
COc1ccccc1Nc1nc2c(S(=O)(=O)c3ccc(C(C)C)cc3)nnn2c2ccsc12	.	.	13.7%	5.0%	.	19.5
CCOC(=O)C1=C(CNC(C)(C)CC(C)(C)C)NC(=O)NC1c1cccc([N+](=O)[O-])c1 (centres undefined)	28.3%	?	0.8%	.	-11.2%	-24.6
Cn1c(SCC(=O)Nc2ccc3c(c2)oc2ccccc23)nnc1-c1ccccc1	-36.4%	33.9%&1.6%[activator]	-14.4%	2.8%	-2.4%	13.4
Cc1nn(CCCC(=O)Nc2cccc(F)c2)c(=O)c2c1sc1ccccc12	.	.	3.3%	-3.3%	.	-20.4
CC(=O)Nc1cc(-c2nn(C)c(=O)c3ccccc23)ccc1N1CCCCC1	1.1%	10.8%	0.8%	-2.0%	2.6%	-1.2
CC(C)c1ccccc1	-0.1%	15.5%	2.2%	-0.2%	.	5.7
Cc1ccc(SCC(=O)NC(=O)Nc2ccc3c(c2)OCCO3)c(C)c1	-27.9%	24.0%	-6.2%	2.5%	1.9%	0.4
O=c1[nH]c2ccccc2cc1CN(Cc1ccco1)S(=O)(=O)c1ccccc1	-33.0%	-9.5%	-9.5%	-30.5%	-1.0%	-36.2
O=C(CSc1nc2cc3c(cc2c(=O)n1CCC1=CCCCC1)OCO3)NCc1ccco1	-15.0%	5.8%	-3.0%	10.1%	3.8%	31.1

Limited to AmpC inh detg, Giardia FBPA inh and Sm TGR inh (6 entries from above):
Structure,AmpC inh detg,Giardia FBPA inh,Sm TGR inh
CC(C)c1ccccc1,2.2%,.,-0.2%
O=C(CSc1nc2cc3c(cc2c(=O)n1CCC1=CCCCC1)OCO3)NCc1ccco1,-3.0%,3.8%,10.1%
CC1Cc2ccccc2N1C(=O)c1cnc2n(c1=O)CCS2 (centres undefined),-11.9%,0.6%,-0.9%
CCOC(=O)C1=C(CNC(C)(C)CC(C)(C)C)NC(=O)NC1c1cccc([N+](=O)[O-])c1 (centres undefined),0.8%,-11.2%,.
COc1ccccc1Nc1nc2c(S(=O)(=O)c3ccc(C(C)C)cc3)nnn2c2ccsc12,13.7%,.,5.0%
Cn1c(SCC(=O)Nc2ccc3c(c2)oc2ccccc23)nnc1-c1ccccc1,-14.4%,-2.4%,2.8%

(more compounds)
molecule	AmpC no deterg	HCV inhibitor	AmpC inh detg	Sm TGR inh	Giardia FBPA inh	HCMV inh
CCCS(=O)(=O)N1CCCC(C(=O)NCCCOCC)C1 (centres undefined)	1.1%	8.5%	-1.6%	3.3%	3.4%	-1.9
CC(C)[C@H](NC(N)=O)C(=O)NCCc1ccc(Cl)cc1	-1.5%	-1.5%	-0.5%	14.1%	0.7%	-22.1
Cc1cc(NC(=O)CSc2nc3ccccc3n2CCC#N)no1	-27.9%	14.1%	-3.9%	3.0%	-1.3%	-24.8
CCN(CC)c1ccc(/C=C(/C#N)c2nc3ccccc3[nH]2)c(OC(C)C)c1	-47.1%	2µM*	4.2%	7.7%	-13.4%	-35.4
CC(C)CCNC(=O)c1ccc2c(SCC(=O)O)c3c(nc2c1)CCC3	-25.4%	5.7%	2.6%	5.7%	5.3%	28.7
CC1CCN(C(=O)c2ccc(COc3ccccc3Cl)o2)CC1	40.7%	-27.0%	-4.8%	?	-0.4%	-3.4
CCOC(=O)Nc1cc(C)ccc1OC	-8.4%	9.7%	4.6%	2.4%	-5.1%	-1.4
O=P1(Nc2ccc(F)cc2)COc2ccccc2OC1	-6.5%	8.2%	?	6.7%	13.1%	-15.0
CC(Oc1cccc(Cl)c1)C(=O)NCCCCc1ccccc1 (centres undefined)	-14.7%	15.5%	0.7%	5.6%	2.7%	-13.3
Cc1ccc(S(=O)(=O)N(C)CC(=O)OCc2nnc(-c3ccccc3)o2)cc1	10.1%	15.4%	-12.3%	-1.2%	-0.4%	-32.3
O=C(c1ccc(Cl)cc1)C1CCCN(Cc2cccn2-c2cccnc2)C1 (centres undefined)	-14.4%	-28.4%	-3.7%	-15.8%	2.5%	?
COc1ccc2c(c1)c(=O)c(C(=O)O)c(-c1ccc3c(c1)OCO3)n2C	-19.6%	13.9%	?	-11.6%	9.6%	-17.4

Further records follow.
molecule	AmpC no deterg	HCV inhibitor	AmpC inh detg	Sm TGR inh	Giardia FBPA inh	HCMV inh
Cc1ccc(/C=C/C(=O)O)cc1S(=O)(=O)NCCCO	-21.1%	10.6%	6.6%	39.8µM*	-3.8%	25.7
O=C(CN1C2CCC1CC(NC(=O)Nc1ccccc1)C2)NCc1ccco1 (centres undefined)	-12.3%	-9.7%	?	33.8%	3.5%	46.3
O=C(Nc1ccccc1Br)c1cc[n+]([O-])cc1	-6.9%	7.9%	-12.2%	-7.9%	14.5%	-12.6
CC(C)OP(=O)(OC(C)C)C(C)NC(=O)Cc1ccccc1 (centres undefined)	-4.4%	7.3%	?	6.3%	5.2%	-10.3
COc1ccccc1-n1cc(CN2CCN(C3CCCCC3)C(CCO)C2)cn1 (centres undefined)	-13.9%	-3.0%	-4.2%	.	3.6%	-27.6
CCCCCCNC(=O)CCCCCNS(=O)(=O)c1ccc(Br)cc1	4.2%	-13.1%	-0.8%	-0.2%	2.2%	-12.2
COc1ccc(S(=O)(=O)n2ccc(-c3ccc(OCCN(C)c4ccccn4)cc3)n2)cc1	-11.2%	6.31µM*	-17.3%	0.0%	1.8%	?
COc1cccc(NC(=O)n2nc(N)cc2-c2ccc(Cl)cc2)c1	-56.0%	-21.6%	?	-2.8%	-4.0%	?
CNC(=S)N1CCc2cc(OC)c(OC)cc2C1	-10.3%	6.7%	-1.9%	0.4%	0.7%	10.3
Cc1nnsc1NC(=O)OCc1ccc(C(F)(F)F)cc1	0.3%	?	-0.5%	1.1%	2.0%	27.9
COc1ccc(-c2noc(CSc3nnc(C)n3-c3cccc(C)c3)n2)cc1	.	.	16.6%	0.2%	.	-22.5
COc1cc(/C=C2\SC(=S)N(CCC(=O)NC3CCCC3)C2=O)cc(OC)c1OC	-4.8%	?	-14.7%	-0.7%	-2.0%	17.8
COc1ccc(CCNC(=O)COc2cc(C)cc3oc(=O)cc(C)c23)cc1OC	-5.2%	6.9%	-0.5%	10.6%	.	-35.9
CCN1C(=O)C(CC(=O)Nc2ccc(OC)cc2)N(CCN2CCOCC2)C1=S (centres undefined)	30.4%	8.8%	3.3%	-8.0%	3.9%	-0.5
CC1(C)CC(=O)C(C(=O)/C=C/NCCc2ccccc2)C(=O)C1	-18.1%	-13.4%	0.2%	-20.8%	-7.1%	27.8
